Screening results: PubChem, several laboratories
ABHD5-PLIN5 inh = ABHD5-PLIN5 interaction inhibitors, primary screen, cell lysate, split luciferase complementation, luminescence; Split G. princeps luciferase complementation, 4 h; inhibition, % at 4 µM; Perilipin-5 (Homo sapiens) + 1-acylglycerol-3-phosphate O-acyltransferase ABHD5 (Homo …; 360,000 compounds, 0.78% hits; AID 602281, 2012;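 active = inhibition above the mean inhibition across every tested compound plus 3 SD, cut at about 22% in these data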;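 also: 0% = DMSO only wells and the 100% control is not disclosed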
aDG glyco up = activators of alpha-DG glycosylation, primary screen, uHTS, Pro5-aDG cells, AlphaScreen; alpha-DG glycosylation AlphaScreen (IIH6); 0% Pro5, 100% B10-LARGE cell signal; activation, % at 10 µM; 360,000 compounds, 0.22% hits; AID 624168, 2012;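 active = activation of at least 8% versus controls, or a plate z-score of at least 8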;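 also: Pro5 are CHO cells carrying HIG-tagged alpha-DG that lacks glycosylation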
Granule exo inh = LAMP-1 surface exposure blockers, TALL-104 cells – cell-based, flow cytometry, MLPCN library, primary screen; 360,000 compounds, 0.66% hits; TALL-104 LAMP-1 surface exposure; cells stimulated with thapsigargin and PMA; inhibition, % at 10 µM;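 active = inhibition above about 55%, limit read from the data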
m5-HT2A agonist = mouse Htr2a agonists via beta-arrestin recruitment, primary screen, cell-based, luminescence; activation, % at 7.6 µM; 5-hydroxytryptamine receptor 2A (Mus musculus), P35363; 360,000 compounds, 0.66% hits; CHO-K1 mHTR2A beta-arrestin complementation; percent of 30 µM serotonin response; AID 624169, 2012;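 active = activation above a run cutoff, the mean activation of all tested compounds plus 3 SD, cut at about 14% in these data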;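 also: 0% = plate median of compound wells and 100% = 30 µM serotonin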
Target sequence (P35363 whole entry, looked up): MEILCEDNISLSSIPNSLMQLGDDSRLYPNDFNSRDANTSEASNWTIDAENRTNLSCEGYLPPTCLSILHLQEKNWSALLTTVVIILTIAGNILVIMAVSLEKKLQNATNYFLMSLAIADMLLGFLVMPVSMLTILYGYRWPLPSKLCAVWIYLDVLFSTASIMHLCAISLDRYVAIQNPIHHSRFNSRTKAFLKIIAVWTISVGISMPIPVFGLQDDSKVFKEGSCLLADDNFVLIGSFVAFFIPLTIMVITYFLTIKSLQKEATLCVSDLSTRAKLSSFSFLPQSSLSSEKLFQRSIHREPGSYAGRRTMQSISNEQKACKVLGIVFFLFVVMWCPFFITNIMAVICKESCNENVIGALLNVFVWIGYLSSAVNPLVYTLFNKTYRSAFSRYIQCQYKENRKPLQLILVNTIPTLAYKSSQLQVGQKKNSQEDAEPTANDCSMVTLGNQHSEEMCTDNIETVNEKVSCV
Cardio protect = cardioprotection against H2O2-induced cell death, primary screen, uHTS, H9c2 cells, ATPLite luminescence | H9c2 cardiomyocytes, H2O2 injury protection, 2 h | protection from H2O2 cell death, % at 20 µM | 360,000 compounds, 0.63% hits | AID 588492, 2011;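 active = compounds giving at least 50% protection of heart cells from peroxide-induced death in the single-dose screen, raw or plate-pattern-corrected value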;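 also: 0% = DMSO wells with peroxide and 100% = DMSO wells without peroxide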
Glyco luc inh = increase of ERlucT glycosylation luciferase signal, primary screen, N-linked glycosylation inhibitor project, D54 ERlucT cells, luminescence, set 2; 360,000 compounds, 0.23% hits; AID 588692, 2011; reporter increase, % at 12.5 µM; D54 ERlucT glycosylation luciferase reporter, 24 h; percent of 100 nM tunicamycin response;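 active = mean luciferase reporter signal, scaled so untreated is 0 and the glycosylation-blocking control 100, at or above a set limit in every replicate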;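 also: luciferase carries N-glycosylation sites so blocking glycosylation raises the light; 0% = median of neutral control wells and 100% = median of 100 nM tunicamycin wells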
MC4R antagonist = MC4R antagonists of cAMP signaling, primary screen, cell-based, TR-FRET, antagonist arm of biased-ligand search; Melanocortin receptor 4 (Homo sapiens), P32245; MC4R-expressing cells, MTII-stimulated cAMP, LANCE TR-FRET; inhibition, % at 6.5 µM; 360,000 compounds, 0.48% hits; AID 540295, 2011;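 active = inhibition above its plate's cutoff, the mean of tested wells on that plate plus 3 SD, cut at about 29% in these data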;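 also: 0% = Melanotan II alone and 100% = Melanotan II plus saturating MCL0020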
Target sequence (P32245 whole entry, looked up): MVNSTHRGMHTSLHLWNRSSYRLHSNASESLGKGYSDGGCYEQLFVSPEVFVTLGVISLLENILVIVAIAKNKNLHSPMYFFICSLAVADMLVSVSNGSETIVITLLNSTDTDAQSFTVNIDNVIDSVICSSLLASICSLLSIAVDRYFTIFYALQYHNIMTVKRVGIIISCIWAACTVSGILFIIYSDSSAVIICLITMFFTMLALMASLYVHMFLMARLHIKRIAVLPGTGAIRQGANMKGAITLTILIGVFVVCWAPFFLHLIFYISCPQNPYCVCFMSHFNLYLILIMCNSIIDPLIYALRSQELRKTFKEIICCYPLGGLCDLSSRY
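Material: U2OS-MC4R stable cell line | Reagent: Melanotan II challenge after compound preincubation | Doses: One concentration, 6.5 µM nominal | Incubation: 30-min compound preincubation, 1-h Melanotan II challenge, 1-h detection, room temperature | Signal: TR-FRET cAMP assay | Replicates: One well per compound, no replicates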
iPSC survival up = enhancers of single-cell hiPSC survival, primary screen, ATPlite luminescence; AID 602274, 2012; survival enhancement, % at 20 µM; 100% = ROCK inhibitor wells, 0% = DMSO; 360,000 compounds, 0.044% hits; in the data active = survival enhancement above about 18%;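 also: cells exposed to compounds for 16 hours before the ATP read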
ABCB6 inh 2 = ABCB6 transporter inhibitors, primary screen, K562-ABCB6 cells, flow cytometry, MLPCN library; ATP-binding cassette sub-family B member 6 (Homo sapiens), Q9NP58; K562-ABCB6 porphyrin accumulation, 1 h; active compounds read low; fluorescence ratio to DMSO, % at 10 µM; 360,000 compounds, 0.19% hits; AID 602162, 2011;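 active = fluorescence ratio to DMSO below 75%, the collection mean minus 3 SD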;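 also: signal is porphyrin accumulated inside mitochondria; 100% equals median channel fluorescence of DMSO control wells; lower ratio means ABCB6 inhibition with less porphyrin fluorescence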
MC4R barr agon = MC4R agonists recruiting beta-arrestin, primary screen, cell-based, luminescence, agonist arm of biased-ligand search | Melanocortin receptor 4 (Homo sapiens), P32245 | U2OS MC4R beta-arrestin complementation; percent of melanotan II response, DMSO zero | activation, % at 8.9 µM | 360,000 compounds, 0.98% hits | AID 540308, 2011;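 active = activation above a per-plate cutoff, the mean activation of sample wells on that plate plus 3 SD, cut at about 8% in these data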
An asterisk follows results filed as active; x = no result given.

SMILES | ABHD5-PLIN5 inh | aDG glyco up | Granule exo inh | m5-HT2A agonist | Cardio protect | Glyco luc inh | MC4R antagonist | iPSC survival up | ABCB6 inh 2 | MC4R barr agon
CC(C)C[C@H](NC(=O)c1nc[nH]c1C(=O)N1CCc2ccccc2C1)C(=O)OC(C)(C)C | 3 | 0.2 | -3 | -3 | 7 | 0 | -3 | -2.0 | 103 | 2.7
Cc1ccc(CCNC(=O)CNS(=O)(=O)c2ccc3nc(C)sc3c2)cc1 | -8 | 0.3 | 0 | 9 | 1 | 2 | -1 | -0.1 | 100 | -2.0
COc1ccccc1C(=O)N/C(=C\c1ccccc1)C(=O)NC(Cc1ccccc1)C(=O)O (stereo not drawn) | -4 | -0.1 | -4 | 11 | 4 | 2 | 7 | -0.4 | 96 | 0.7
CC1CCc2cc(F)ccc2N1C(=O)CSc1nnc2c3cc(F)ccc3n(C)c2n1 (stereo not drawn) | 2 | 0.1 | -1 | 2 | 2 | -1 | 12 | 0.4 | 96 | -3.7
CCOC(=O)c1cnc2c(C)c(Cl)ccc2c1N1CCOCC1 | 7 | -0.2 | 5 | 5 | 2 | 2 | 17 | -1.5 | 97 | 0.6
c1ccc(C2=NC(c3ccccc3)CC2)cc1 (stereo not drawn) | -4 | 0.0 | -2 | 0 | -2 | -1 | 1 | 0.4 | 94 | 1.3
COC(=O)[C@@]1(Sc2ccc(C)cc2)CC(=O)N(c2cccc(SC)c2)[C@@H]1c1ccccc1 | 4 | -0.1 | -4 | 1 | x | x | x | -0.5 | 100 | x
Cc1ccccc1OCC(=O)NCCc1nc2ccccc2[nH]1 | -4 | 0.0 | 9 | -1 | 1 | 3 | 12 | -2.8 | 94 | -2.0
Cc1ccc(S(=O)(=O)N2CCCOC2CNC(=O)C(=O)NCCCn2ccnc2)cc1 (stereo not drawn) | -5 | -0.1 | -2 | 1 | 0 | -1 | 7 | 1.1 | 100 | 0.4
CC(C)n1cc(/C=C2/NC(=O)NC2=O)c2ccccc21 | -3 | 0.2 | -1 | 1 | 14 | 1 | -3 | 2.4 | 101 | -2.3
O=[N+]([O-])c1ccc(/C=[N+](\[O-])CCO)o1 | -5 | 0.5 | -5 | 3 | 6 | 5 | 7 | 0.5 | 97 | -2.0
COc1ccccc1/C=C(/C(=O)OCC(=O)Nc1ccc(N(C)C)cc1)c1ccccc1 | 6 | -0.1 | -16 | 2 | 0 | 1 | -2 | -2.9 | 90 | 0.4
C[C@H](NC(=O)c1nc[nH]c1C(=O)NCC(=O)OC(C)(C)C)C(=O)OCc1ccccc1 | 7 | -0.2 | -6 | 5 | 42 | 6 | -20 | -0.5 | 78 | 2.1
Cc1cccc(NC(=O)c2ccc3[nH]c(=O)c(=O)[nH]c3c2)n1 | -4 | -0.1 | -1 | 0 | -1 | 4 | 0 | 0.2 | 102 | -0.6
O=C(c1ccccc1)N1CCCCCC1 | 1 | 0.4 | -2 | 2 | 0 | 1 | 2 | -1.6 | 93 | -0.2
O=C(NCc1ccco1)C1CCCN(S(=O)(=O)c2cccc3cccnc23)C1 (stereo not drawn) | -2 | 0.0 | -2 | -4 | 4 | 1 | 4 | 1.7 | 105 | -2.0
Cc1ccc(/C=N/NC(=O)Cc2cccs2)o1 | -6 | 0.1 | 1 | -2 | 1 | 0 | 1 | -0.3 | 99 | -0.9
Cc1cccc(-c2nc(S(=O)(=O)c3ccccc3)c(N3CCOCC3)o2)c1 | -1 | 0.0 | 4 | 8 | -4 | -1 | 14 | -0.1 | 99 | -2.8
CCOC(=O)N1CCC(NC(=O)CN2C(=O)CSc3ncccc32)CC1 | 0 | -0.2 | 21 | 7 | -2 | 3 | 1 | -3.0 | 102 | 0.0
CCOC(=O)c1c(C(C)(C)C)oc2ccc(O)cc12 | -13 | 0.1 | -3 | 4 | -24 | 1 | -1 | 6.1 | 97 | 8.1
O=C(N/N=C\C=C\c1ccc2c(c1)OCO2)c1cccnc1 | 9 | 0.4 | -3 | 0 | 12 | -3 | -27 | -4.5 | 94 | -1.4
CC(=O)c1sc(N/N=C\c2ccc(C)cc2)nc1C | 5 | -0.1 | -11 | -5 | -8 | 6 | 10 | -1.8 | 97 | -1.7
COCCn1c(=O)[nH]c(=O)c2c1nc(-c1ccc(-c3ccc(Cl)cc3[N+](=O)[O-])o1)n2Cc1ccccc1 | -5 | -0.5 | 46 | -5 | 11 | 10 | 13 | -1.4 | 113 | -1.4
CCOc1ccc(NC(=O)CCN2C(=O)C3CCCCC3C2=O)cc1OCC (stereo not drawn) | 2 | 0.1 | 13 | -1 | 2 | 0 | 3 | 0.0 | 95 | -1.3
COc1ccc(CC(=O)OCC(=O)NCc2ccccc2Cl)cc1 | 10 | -0.4 | -2 | 4 | 5 | 1 | -7 | 7.4 | 95 | -1.3
CCOc1ccccc1NC(=O)CSc1ccc2nnc(-c3cccnc3)n2n1 | 4 | -0.1 | 4 | 6 | 3 | 1 | 2 | -0.7 | 108 | -0.3
O=C(CCCc1ccccc1)Nc1ccnn1C1CCN(Cc2ccc(CO)o2)CC1 | 8 | -0.1 | -3 | 3 | 0 | -1 | -7 | 0.9 | 97 | 1.3
O=C(O)CCCC(=O)Nc1ccccc1Br | -2 | 0.0 | -1 | 5 | 19 | 1 | -2 | 0.9 | 99 | 0.2
Cc1[nH]c2ccc(C(=O)OC(C)C(=O)N(C)c3ccccc3)cc2c1C (stereo not drawn) | -21 | -0.1 | -7 | -5 | -1 | -3 | 12 | 1.0 | 98 | -0.1
O=C1CC(N2CCN(C/C=C/c3ccccc3)CC2)C(=O)N1Cc1ccc(N2CCCC2=O)cc1 (stereo not drawn) | -4 | -0.1 | 3 | 1 | 1 | -1 | 2 | -3.1 | 90 | -0.6
Cc1ccccc1S(=O)(=O)c1c(C)cc(-c2ccccc2)[nH]c1=O | 1 | 0.0 | -1 | 7 | 1 | 1 | -4 | -1.6 | 100 | -1.6
Cc1cc(C)n(C(=O)/C(C#N)=N/Nc2cc(Cl)cc(Cl)c2)n1 | -4 | -0.6 | 4 | 1 | -18 | -5 | 5 | 0.6 | 96 | -1.5
O=C(C1CCC(N2C(=O)C3CC=CCC3C2=O)CC1)N1CCCCC1 (stereo not drawn) | -1 | 0.0 | -1 | -5 | 4 | -2 | -3 | 0.4 | 96 | 0.2
Clc1ccc(CNC23CN4CN(CN(C4)C2)C3)c(Cl)c1 | 0 | -0.1 | 3 | 3 | -3 | 4 | 0 | -1.3 | 98 | -0.4
COc1cc(OC)c(N(C)S(=O)(=O)c2cccc(C(=O)Nc3nc(C)cs3)c2)cc1Cl | 5 | 0.3 | 0 | -5 | 6 | -3 | 4 | 1.3 | 95 | -3.9
NNC(=O)CSc1nnc(-c2ccccc2)n1-c1ccccc1 | 0 | 0.2 | -1 | 0 | 6 | 0 | 20 | 0.1 | 102 | -0.9
CCN=c1sc(C(=O)OC)cc(=O)n1CC | 3 | 0.2 | -3 | 4 | 1 | 1 | -1 | -1.5 | 84 | -1.4
CC1CCCCN1CC(=O)Nc1cc(S(=O)(=O)N2CCOCC2)ccc1N1CCCC1 (stereo not drawn) | 4 | -0.3 | -2 | 5 | -4 | 1 | 5 | 1.8 | 99 | -1.1
O=C(CN1CCN(c2ccccc2O)CC1)Nc1ccc(S(=O)(=O)N2CCCCCC2)cc1 | 3 | 1.3 | -5 | 7 | -13 | -6 | 5 | 0.8 | 98 | 1.4
O=c1[nH]nc(Br)c(=O)n1C(c1ccccc1)c1ccccc1 | -2 | 0.2 | 1 | 5 | -3 | -2 | -1 | -0.7 | 91 | 1.6
CCCn1c(N)c(C(=O)CN2CCN(S(=O)(=O)c3cccc(Cl)c3)CC2)c(=O)[nH]c1=O | -6 | 0.1 | 15 | -3 | 4 | 5 | 7 | 2.4 | 96 | -1.0
Cc1nc(SCC(=O)NC2CCS(=O)(=O)C2)c2c3c(sc2n1)CCCC3 (stereo not drawn) | 0 | 0.1 | -4 | -3 | -7 | -1 | -2 | 0.3 | 96 | -4.5
Cc1ccc(NC(=O)C2CCN(S(=O)(=O)c3cccs3)CC2)cc1C | 5 | -0.1 | 5 | 2 | -11 | -3 | -1 | -2.3 | 98 | 0.9
CCOC(=O)C1CCN(c2c(NCCCN(CC)Cc3ccccc3)c(=O)c2=O)CC1 | 0 | -0.4 | 0 | -1 | 4 | 0 | 9 | 0.6 | 96 | -1.4
COc1ccc(NC(=O)CCN2CCCC(C)C2)cc1 (stereo not drawn) | 0 | 0.1 | 1 | -2 | -5 | 1 | 6 | 0.2 | 96 | -1.8
COc1ccc(-n2c(SCC(=O)Nc3ccc(C(=O)O)cc3)nnc2-c2cccs2)cc1 | 0 | -0.1 | -1 | 0 | 1 | -1 | 4 | -1.0 | 97 | -0.2
CC(C)OC(=O)/C(C#N)=C/c1cn(Cc2ccccc2)c2ccccc12 | -1 | 0.2 | -3 | -4 | -4 | -7 | 7 | -1.2 | 94 | -1.4
CC(O)(c1ccccc1)C(c1ccccc1)C1CCCCN1 (stereo not drawn) | -2 | 0.0 | -2 | -7 | 1 | 1 | 4 | -0.9 | 98 | -1.1
N#Cc1c(NCc2ccccc2)ccnc1Cl | 6 | 0.1 | 7 | 0 | -1 | -7 | 2 | -0.1 | 95 | 0.6
CN(C)c1ccc(S(=O)(=O)N2CCCCC2)cc1NC(=O)CN1C(=O)NC2(CCCC2)C1=O | 2 | 0.6 | 1 | 1 | -3 | 1 | 5 | -0.4 | 97 | -1.4
Cc1ccc(NC(=O)/C(C#N)=C/c2cc(C)n(-c3ccc(N4CCOCC4)c([N+](=O)[O-])c3)c2C)c(C)c1 | -3 | 0.2 | -4 | -2 | -8 | 1 | -1 | 8.9 | 87 | -1.2

An excerpt of the results above:
SMILES | ABHD5-PLIN5 inh | aDG glyco up | Granule exo inh | m5-HT2A agonist | Cardio protect | Glyco luc inh | MC4R antagonist | iPSC survival up | ABCB6 inh 2 | MC4R barr agon
Cc1ccc(NC(=O)C2CCN(S(=O)(=O)c3cccs3)CC2)cc1C | 5 | -0.1 | 5 | 2 | -11 | -3 | -1 | -2.3 | 98 | 0.9
CCOC(=O)C1CCN(c2c(NCCCN(CC)Cc3ccccc3)c(=O)c2=O)CC1 | 0 | -0.4 | 0 | -1 | 4 | 0 | 9 | 0.6 | 96 | -1.4
